All columns: NCI-60 one-dose screen, growth in % after 48 h at 10 µM unless noted; 100 = growth as untreated, 0 = no growth, -100 = all killed.
HS 578T: HS 578T breast cancer | actives 4.1% (n = 78,000) | AID 1794788
UACC-257: UACC-257 melanoma; actives 4.4% (n = 78,000); AID 1794764
T-47D: T-47D breast cancer | actives 5% (n = 79,000) | AID 1794792
UACC-62: UACC-62 melanoma; actives 5.4% (n = 81,000); AID 1794756
BT-549: BT-549 breast cancer; actives 4.4% (n = 78,000); AID 1794793
MALME-3M: MALME-3M melanoma; actives 5.8% (n = 78,000)
SK-MEL-28: SK-MEL-28 melanoma; actives 4.1% (n = 81,000)
SK-MEL-2: SK-MEL-2 melanoma; actives 4.7% (n = 77,000)
Starred values were filed as active, the others as inactive; nt = no result given; & = joins results of further samples. The calls were made as follows: active = growth percent below 10; inactive = the rest. This is a random part of the collection; any-hit rate near 10%.

Order of results – SK-MEL-28	SK-MEL-2	UACC-62	UACC-257	HS 578T	T-47D	BT-549	MALME-3M
> O=C1Nc2ccccc2[C@]12Oc1ccccc1[C@H]1CC(c3ccccc3)=NN12
    120	104	86	118	104	82	123	101
> COc1ccc(-c2csc(NC(=O)c3ccc(OC)c(OC)c3)n2)cc1
    104	nt	110	96	nt	94	106	97
> CCN1CCN(Cc2ccc(C(=O)Nc3ccc(C)c(Oc4ccc(-c5[nH]nc6ncnc(N)c56)cc4)c3)cc2C(F)(F)F)CC1
    75	90	89	72	65	100	109	23
> O=C(Nc1cccc2cccnc12)c1cc(C(=O)c2ccc(Cl)cc2)n2ccccc12
    96	88	96	93	53	89	82	65
> CCSc1nnc(NC(=O)COc2ccc(Cl)cc2C)s1
    114	49	99	nt	101	96	110	106
> COc1ccc2nc3cc(Cl)ccc3c(SC(CC(=O)O)C(=O)O)c2c1 (centres undefined)
    133	111	104	103	111	86	105	125
> CNC(=O)c1cc(Oc2ccc3nc(NC(=O)NC(C)C)sc3c2)ccn1
    86	90	69	74	75	64	87	86
> O=C(c1ccc(Cl)cc1)C1[C@H](c2ccc(Cl)cc2)[C@@H](c2ccccc2)NC12C(=O)Nc1ccc(Br)cc12 (some centres undefined)
    67	39	37	58	58	31	61	63
> C=CCc1cc(C(=C/C)/C(=C/C)c2ccc(OC(C)=O)c(CC=C)c2)ccc1OC(C)=O
    103	77	67	80	67	62	90	96
> CN1C(=O)/C(=c2\sc3n(c2=O)C2C(NN=3)N(C)C(=O)N2C)c2ccccc21 (centres undefined)
    104	106	95	nt	89	nt	96	87
> O=C(Cc1ccc(F)c(Cl)c1)Nc1cc(C2CC2(F)F)nn1CC1CCCCC1 (centres undefined)
    103	113	90	100	97	109	96	90
> COc1ccc(C2CC(c3cccc(Nc4ccnc5cc(Cl)ccc45)c3)=NN2c2ccccc2)cc1 (centres undefined)
    85	nt	29	60	78	51	63	59
> Cc1ccc2sc3c(c2c1)OC(N)=C(C#N)C3c1cccc(F)c1 (centres undefined)
    51	nt	18	61	5.7*	35	-6.4*	43
> O=C(Cn1cccc(NC(=O)OCc2ccccc2)c1=O)Nc1ccccc1
    94	116	95	98	100	96	109	nt
> CN(C)c1ccc(-c2cc(-c3c[nH]c4ccccc34)nc(-c3c[nH]c4ccccc34)c2C#N)cc1
    102	102	86	101	104	96	104	97
> CC(C)C1=CC23CCC4C(C)(C(=O)O)CCCC4(C)C2CC1C1C(=O)C=CC(=O)C13 (centres undefined)
    99	100	99	80	96	67	123	nt
> CCOc1ccccc1/C=N\NC(=O)N/N=C/c1ccccc1OCC
    101	102	83	115	115	101	nt	104
> CN(C)Cc1ccccc1[N+](=O)[O-]
    106	98	100	90	108	99	106	113
> Cc1ccc(-c2cc(-c3cc4ccccc4nc3Cl)[nH]c(=O)n2)cc1
    43	41	19	47	1.2*	3.1*	-77*	38
> COc1ccc(-c2noc(N)c2[N+](=O)[O-])cc1
    100	nt	81	nt	103	77	121	82
> CCOC(=O)Nc1ccc(C(=O)OCC)cc1
    103	98	111	99	102	nt	94	97
> CCOc1ccccc1/C=C1/SC(N2CCC(C)CC2)=NC1=O
    101	98	82	104	112	89	86	90
> Cc1ccc[n+](CC(=O)c2cccs2)c1
    117	90	104	103	102	98	nt	104
> COc1ccc(-c2ccn(CCC(=O)O)n2)cc1OC1CCCC1
    106	105	94	103	86	nt	105	102
> CCC(C#N)(CC)CC
    111	106	113	99	nt	97	99	96
> CC(=O)N(C)c1ccc(N)cc1
    118	nt	104	103	109	123	nt	114
> CC1=C(CC/C=N/Nc2ccc([N+](=O)[O-])cc2[N+](=O)[O-])C2=C(C)C3(CC3)[C@@](C)(O)C(=O)C2=C1
    109	86	45	83	96	66	75	119
> C1OC2COCOC2C2OCOCC2O1 (centres undefined)
    122&106	115	95&109	106&88	108&99	96&111	105&103	95&98
> CSC1=NC(c2ccc([N+](=O)[O-])cc2)C(C(C)=O)=C(C)N1 (centres undefined)
    105	101	97	101	106	98	97	103
> O=C(CCCCCC1CCCCC1)OCCc1ccccc1
    106	113	110	96	103	96	100	107

One compound at a time, from the list above. Order of screens: SK-MEL-28, SK-MEL-2, UACC-62, UACC-257, HS 578T, T-47D, BT-549, MALME-3M
`CCC(C#N)(CC)CC` reads 111, 106, 113, 99, nt, 97, 99, 96
`CC1=C(CC/C=N/Nc2ccc([N+](=O)[O-])cc2[N+](=O)[O-])C2=C(C)C3(CC3)[C@@](C)(O)C(=O)C2=C1` reads 109, 86, 45, 83, 96, 66, 75, 119
`Cc1ccc[n+](CC(=O)c2cccs2)c1` reads 117, 90, 104, 103, 102, 98, nt, 104

Going on with the list.
Order of results – SK-MEL-28	SK-MEL-2	UACC-62	UACC-257	HS 578T	T-47D	BT-549	MALME-3M
> COc1cc(Cc2cc(-c3ccccc3)n[nH]c2=O)cc(OC)c1OC
    70	57	43	nt	68	41	54	72
> CCCCCCCCCCCCCCCC[N+](C)(C)CCCNS(=O)(=O)c1ccccc1
    90	109	77	90	43	76	91	85
> O=C1c2cccc3cccc(c23)C(=O)N1Nc1nc(N2CCOCC2)nc(N2CCN(c3ccccc3)CC2)n1
    53	60	32	72	43	37	38	22
> CCCCCCN(CCCCCC)CCC(O)c1ccc2ccccc2c1 (centres undefined)
    88	86	77	85	69	34	75	68
> COc1ccc(-c2nc(SCCC(C)C)nc(Nc3ccc(C(=O)O)cc3)c2C#N)cc1
    90	70	87	95	94	72	83	-52*
> COc1cc(/C=C2\SC(=S)N(NC(=O)C(C)c3ccc(CC(C)C)cc3)C2=O)cc(OC)c1OC (centres undefined)
    95	97	82	88	92	85	92	107
> CCN(CC)CCSc1ccccc1
    103	nt	104	93	111	87	102	104
> Nc1ccc(C(=O)Nc2ccc(C(=O)Nc3ccc4cc(S(=O)(=O)O)cc(S(=O)(=O)O)c4c3)cc2)cc1
    113	102	102	79	102	100	109	99
> Nc1ccn(CCOc2nc(-c3ccc(F)cc3)cc(-c3ccco3)n2)c(=O)n1
    123	127	108	110	116	103	97	101
> CCOC(=O)C1=C(C)NC(=O)NC1c1ccccc1 (centres undefined)
    113&110&108&110	97&108&106&125	107&108&105&97	103&106&107&103	106&115&108&106	115&93&87&101	103&113&101&100	107&105&105

An excerpt from above, showing only SK-MEL-28 and BT-549:
Structure,SK-MEL-28,BT-549
Nc1ccn(CCOc2nc(-c3ccc(F)cc3)cc(-c3ccco3)n2)c(=O)n1,123,97
COc1ccc(-c2nc(SCCC(C)C)nc(Nc3ccc(C(=O)O)cc3)c2C#N)cc1,90,83
CCOC(=O)C1=C(C)NC(=O)NC1c1ccccc1 (centres undefined),113&110&108&110,103&113&101&100
O=C1c2cccc3cccc(c23)C(=O)N1Nc1nc(N2CCOCC2)nc(N2CCN(c3ccccc3)CC2)n1,53,38

Continuation:
Order of results – SK-MEL-28	SK-MEL-2	UACC-62	UACC-257	HS 578T	T-47D	BT-549	MALME-3M
> Cn1cc(Br)c2c3c(ccc21)[C@@H]1C=C[C@H]3O1
    118	129	98	112	131	117	115	105
> CCOC(=O)C(C(=O)OCC)C(C)(C)Cc1ccccc1
    109	101	97	118	91	100	nt	129
> CCOC(=O)N1CCN(CCCCCCOc2ccc(Cl)cc2)CC1
    103	99	76	107	107	86	nt	112
> CCCCCCOc1ccc(/C=N/NC(N)=S)cc1
    76	70	45	48	62	24	-5.0*	18
> Cc1ccc(-c2csc(NC(=O)N3CCN(c4cc5c(cc4F)c(=O)c(C(=O)O)cn5C4CC4)CC3)n2)cc1
    35	-26*	3.9*	-4.7*	39	11	3.9*	-3.8*
> COc1ccc(-c2noc(C(=O)O)c2-c2cc(OC)c(OC)c(OC)c2)cc1
    65	14	24	45	13	27	50	53
> CC(O)CN(CCO)CCN(CCO)CC(C)O (centres undefined)
    106	114	101	108	108	100	105	106
> Cn1c(=O)[nH]c(=O)c2[nH]c(CO)nc21
    107	121	95	105	104	95	103	99
> CN(C)CCCNC(=O)c1cncnc1Nc1ccc(OCc2cccc(F)c2)c(Cl)c1
    -86*	-36*	-85*	-63*	-30*	-17*	54	-12*
> NC(N)=NN=C(c1ccc(O)cc1)c1ccc(O)cc1
    105	103	96	106	108	99	104	100
> COc1cc(NC(=O)CCSc2nc3ccccc3c(=O)n2-c2ccccc2)cc(OC)c1OC
    105	105	84	94	95	78	98	105
> CC(/C=c1\sc2nc3ccccc3n2c1=O)=C\c1ccccc1
    102	120	95	114	105	94	110	98
> Cc1[nH]c(-c2ccc3cc[nH]c3c2)c2c1C(=O)CCCC2
    66	71	25	48	22	32	68	56
> N#CC1=C(c2c[nH]c3ccccc23)Nc2nc(N)nc(N)c2C1c1ccncc1 (centres undefined)
    116	103	110	103	107	123	85	91
> O=S(=O)(Nc1ccc(Cl)nn1)c1ccc(NC(=S)NCc2ccccc2)cc1
    106	109	104	117	120	102	122	108
> CCSc1nc2c(cnn2Cc2ccccc2)c(=O)n1Cc1ccccc1
    104	101	90	106	92	90	99	96
> COC(=O)C(=O)C(Cc1ccccc1)NC(=O)c1[nH]c2ccccc2c(=O)c1C (centres undefined)
    104	109	98	95	101	98	109	103
> C=CCCCCCCCCC1OC(C)CC(C)O1 (centres undefined)
    111	94	nt	95	97	80	98	99
> O=c1oc2ccc(Br)cc2cc1C1=COc2ccccc2N=C1
    107	103	99	98	107	91	97	106
> CC(=O)O[C@H]1C[C@@]2(C)[C@@H](C[C@@H](O)[C@H]3[C@@]4(C)CC[C@H](NCCN)[C@@H](C)[C@@H]4CC[C@@]32C)/C1=C(\CCC=C(C)C)C(=O)O
    106	110	99	104	96	95	105	94
> Cc1cc2c(cc1C)-n1c(C)cc(=O)n1C(c1ccc3c(c1)OCO3)N2 (centres undefined)
    106	121	114	84	101	114	113	90
> COc1ccc(-c2cc3c4c(nc5ccccc5c4c2)CC(c2cc(OC)c(OC)c(OC)c2)O3)cc1 (centres undefined)
    44	66	52	46	13	14	65	21
> CC(C)(C)CC(C)(C)NC(=O)Nc1ncccc1OCc1ccc(F)cc1
    94	88	76	96	93	60	83	90
> COC(=O)c1c(C(=O)OC)c2n(c1C)[C@@H]([C@@H](C)[C@H]1CC[C@H]3[C@@H]4CCC5=CC(=O)CC[C@]5(C)[C@H]4CC[C@]13C)SC2
    43	40	41	19	57	4.6*	-3.4*	62
> O=C(Nc1ccc(OS(=O)(=O)Cc2ccccc2)cc1)C12CC3CC(CC(C3)C1)C2
    103	102	82	99	99	51	71	92
> Cn1nnc2c(C(N)=O)ncn2c1=O
    105	nt	74	102	113	102	120	91
> COc1ccc2c(c1)O/C(=C\c1ccc([N+](=O)[O-])s1)C2=O
    81	55	31	64	18	16	7.3*	80
> COc1ccc(-c2nc(/C=N/Nc3cc(C)nc4ccc(Br)cc34)c(C)o2)cc1
    -75*	104	-77*	108	-44*	-42*	91	-85*
> O=C(CN1CCNCC1)N1CCCC1
    94	nt	103	114	110	101	93	93
> CCCN(CC)c1ncnc2[nH]ncc12
    109	99	102	113	101	88	94	nt
> COc1cc(/C=N/N2CCCCC2)cc(OC)c1OC
    95	107	92	96	100	109	108	112
> CCC(C)N1C(=O)c2ccccc2C1=O (centres undefined)
    106	nt	106	112	126	104	nt	103
> Cc1ccc2c(c1)/C(=C/C(=O)c1cc3ccccc3oc1=O)C(=O)N2
    56	73	50	73	78	73	69	-28*
> CCOC(=O)c1c(C)oc2cc([N+](=O)[O-])c(O)c([N+](=O)[O-])c12
    103	93	98	97	114	99	113	141
> Nc1ncnc2c1c(-c1cccc(Cl)c1)nn2CC(=O)N1CCc2ccccc2C1
    108	98	92	106	90	104	87	92
> c1coc(CNc2ncnc3nc[nH]c23)c1
    110	108	98	nt	95	85	98	101
> Cc1cc2c(s1)CCCC1CC(=O)N(CN3CCN(C)CC3)N=C21 (centres undefined)
    119	111	124	92	111	91	105	108
> COc1ccc(NC(=O)Nc2ccc(-c3ccc(Cl)cc3)nc2C)cc1
    87	93	74	75	105	105	101	127
> CC(C)=CCC1=C(OC2OC(CO)C(O)C(O)C2O)C(=O)c2ccccc2C1=O (centres undefined)
    108	nt	83	92	96	101	112	114
> C=C(C)[C@@H]1CC[C@]2(C(=O)OCCCC[P+](c3ccccc3)(c3ccccc3)c3ccccc3)CC[C@]3(C)[C@H](CC[C@@H]4[C@@]5(C)CC[C@H](OC(=O)C(Cl)Cl)C(C)(C)[C@@H]5CC[C@]43C)[C@@H]12
    -63*	-68*	-43*	-61*	-0.6*	-14*	-72*	-86*
> COc1ccc(/C=C2\N=C(c3ccccc3)N(C(=O)c3ccccc3O)NC2=O)cc1
    109	nt	83	110	94	97	92	90
> COc1ccc(/C(=C\c2ccc3c(c2)OCO3)C(=O)Nc2nc3ccc(Cl)cc3s2)cc1OC
    115	91	100	107	97	89	91	nt
> Cc1ccc(/C=C2\CN(Cc3cn(CCNc4ccnc5cc(Cl)ccc45)nn3)C/C(=C\c3ccc(C)cc3)C2=O)cc1
    -83*	-27*	-58*	-41*	14	-12*	-71*	-15*
> COc1cc(CC(=S)C(=O)O)ccc1O
    119	112	100	93	101	111	114	111
> FC(F)(F)c1ccc(-c2ccc(C3CC3)o2)cc1
    104	122	100	113	96	100	104	99
> CN(C)c1ccc(N=Nc2ccc(N(C)C)cc2)cc1
    114	108	102	102	104	102	108	89
> COc1ccc(C2=NN(/C=c3\s/c(=C(\C#N)C(=O)Nc4ccccc4C)n(-c4ccccc4)c3=O)C(c3ccc(OC)cc3)C2)cc1 (centres undefined)
    113	111	103	112	101	94	133	109
> O=C(Nc1ccc(N=Nc2ccccc2)cc1)c1cccc2ccccc12
    68	56	35	nt	73	66	54	72
> Fc1ccc(-c2ccc(CCC3CC3)cc2)cc1
    104	100	106	112	92	92	107	102
> O=C(/C=C/c1ccccc1)C1CC1
    109	109	104	98	103	103	100	nt

Screens (PubChem)
